ANO1 block = TMEM16A chloride channel inhibitors, primary screen, cell-based, HTS | HEK293 TMEM16A/YFP iodide influx fluorescence, ionomycin | normalized B-score (activity score, 25-100; higher = stronger inhibition) at 10 µM | 310,000 compounds, 1.2% hits | AID 588511, 2011;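 active = ratio plate-corrected score three or more library SD toward inhibition, starting fluorescence score within five deviations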;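 also: score derived from kinetic fluorescence span divided by baseline fluorescence per well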
Target sequence (Q8BHY3 whole entry, looked up): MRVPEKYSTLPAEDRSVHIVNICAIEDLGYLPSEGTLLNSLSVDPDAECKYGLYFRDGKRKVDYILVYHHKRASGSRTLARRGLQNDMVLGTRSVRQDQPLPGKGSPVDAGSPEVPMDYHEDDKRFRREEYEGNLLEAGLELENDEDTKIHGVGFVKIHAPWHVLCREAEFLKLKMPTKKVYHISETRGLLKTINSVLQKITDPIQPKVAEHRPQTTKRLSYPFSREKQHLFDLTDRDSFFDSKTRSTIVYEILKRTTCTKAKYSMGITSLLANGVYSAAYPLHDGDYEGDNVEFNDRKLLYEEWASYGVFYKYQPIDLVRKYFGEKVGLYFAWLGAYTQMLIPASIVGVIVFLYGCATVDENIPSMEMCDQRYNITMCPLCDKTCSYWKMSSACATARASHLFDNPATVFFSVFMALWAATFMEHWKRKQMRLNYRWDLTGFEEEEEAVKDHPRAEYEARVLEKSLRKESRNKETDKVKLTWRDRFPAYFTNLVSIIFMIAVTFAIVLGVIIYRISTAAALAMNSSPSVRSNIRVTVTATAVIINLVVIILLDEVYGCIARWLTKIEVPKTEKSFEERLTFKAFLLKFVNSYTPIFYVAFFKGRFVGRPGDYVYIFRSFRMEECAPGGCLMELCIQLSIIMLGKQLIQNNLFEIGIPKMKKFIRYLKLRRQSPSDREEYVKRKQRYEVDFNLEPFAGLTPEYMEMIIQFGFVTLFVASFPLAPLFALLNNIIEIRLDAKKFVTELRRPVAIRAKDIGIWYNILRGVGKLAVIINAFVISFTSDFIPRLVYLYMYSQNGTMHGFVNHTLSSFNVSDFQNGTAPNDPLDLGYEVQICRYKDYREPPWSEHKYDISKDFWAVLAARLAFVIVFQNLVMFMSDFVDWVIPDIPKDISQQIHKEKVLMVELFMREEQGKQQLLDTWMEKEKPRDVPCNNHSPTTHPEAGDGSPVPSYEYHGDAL
TRPC4 PAM = positive allosteric modulators of TRPC4, primary screen, cell-based, mouse TRPC4beta, HEK293 mu-opioid, Fluo-4 calcium. Short transient receptor potential channel 4 (Mus musculus), Q9QUQ5. DAMGO EC20, Fluo-4 Ca2+ flux; active compounds read high. B-score at 10 µM. 310,000 compounds, 0.42% hits. AID 2227, 2009;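 active = B-score of calcium response area above 5 SD of library B-scores, with initial fluorescence ratio within 5 SD of library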;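 also: B-score of integrated fluorescence ratio over time as area under calcium response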
TRPC6 act = mouse TRPC6 channel activators, primary screen, cell-based, HEK293, membrane potential dye | Short transient receptor potential channel 6 (Mus musculus), Q61143 | 310,000 compounds, 0.13% hits | HEK293-TRPC6 membrane potential dye fluorescence; active compounds read high | B-score at 10 µM;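 active = B-score of the integrated fluorescence ratio above library mean plus 3 SD, and starting fluorescence ratio within library mean plus 5 SD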;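 also: higher score means more depolarization so channel activation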
TRPC4 agonist = activators of mouse TRPC4 channel, primary screen, Fluo4 calcium, HEK293 TRPC4beta/mu-opioid cells. Short transient receptor potential channel 4 (Mus musculus), Q9QUQ5. Fluo4 calcium fluorescence; active compounds read high. B-score at 10 µM. 310,000 compounds, 0.49% hits;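 active = B-score above 5 SD of library B-scores, and initial fluorescence ratio not above library mean plus 5 SD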;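 also: positive B-score marks a calcium rise read as TRPC4 activation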
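System: HEK293 cells stably co-expressing mouse TRPC4beta and mu-opioid receptor; Schedule: Fluo4 dye loading 45 min at room temperature, 110 s recording; Detection: Fluo4 fluorescence, kinetic; Evaluation: B-scored integrated calcium fluorescence ratio; Controls: buffer (low) and maximal DAMGO (high).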
TRPC4 block = inhibitors of mouse TRPC4 channel, primary screen, Fluo4 calcium, HEK293 TRPC4beta/mu-opioid cells; B-score at 10 µM; 300,000 compounds, 0.39% hits; DAMGO-evoked Fluo4 calcium flux; active compounds read low;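 active = B-score over 3 SD under the library average, no early fluorescence shift, positive overall ratio signal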
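Test system – stable TRPC4beta/mu-opioid receptor HEK293 cells · Probe or stimulus – DAMGO, a submaximal dose followed by a maximal one · Dosing – one concentration per compound · Signal – Fluo4 calcium fluorescence by kinetic imaging, 5 s 1 Hz baseline · Evaluation – per-well B score of integrated baseline-normalized Fluo4 ratio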
TRPC6 inhibitor = mouse TRPC6 channel inhibitors, primary screen, cell-based, HEK293, membrane potential dye. Short transient receptor potential channel 6 (Mus musculus), Q61143. B-score at 10 µM. AID 2553, 2010. ACh-evoked depolarization; active compounds read low. 310,000 compounds, 1.1% hits;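 active = B-score under library mean minus 3 SD, initial fluorescence not abnormally high, positive integrated signal ratio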;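 also: B-score derived from integrated fluorescence ratio over the kinetic read; more negative B-score means stronger inhibition of depolarization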
MrgX1 antagonist = antagonists of human MrgX1 receptor, primary screen, HEK293 cells, Fluo-4 calcium flux. Mas-related G-protein coupled receptor member X1 (Homo sapiens), Q96LB2. BAM8-22 antagonism; active compounds read low. B-score at 10 µM. 310,000 compounds, 1.3% hits;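 active = calcium-response B-score plate-corrected more than 3 library SD below zero, starting fluorescence within 5 deviations, no agonist response on first addition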;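 also: peak minus trough fluorescence over baseline after final BAM8-22 challenge near maximal dose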
MrgX1 PAM = positive allosteric modulators of MrgX1, primary screen, HEK293 cells, Fluo-4 calcium flux; FDSS; active compounds read high; B-score at 10 µM; 310,000 compounds, 0.63% hits; AID 588675, 2011;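 active = plate-corrected calcium response at least 3 library SD above typical, normal starting fluorescence, not activating the receptor alone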;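 also: compound read alongside a low EC10 to EC30 dose of BAM8-22 agonist; peak minus trough fluorescence over baseline measured at the second addition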
RGS4 block = RGS4 inhibitors, primary screen, cell-based, HEK293 M3R inducible RGS4, calcium flux; Fluo-4 calcium flux; active compounds read high; triggered by carbachol at its EC20; B-score at 10 µM; 310,000 compounds, 0.45% hits; AID 463165, 2010;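 active = B-score, a plate-corrected calcium signal, over three deviations above library mean, with baseline fluorescence within five deviations of library mean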;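 also: RGS4 expression induced by doxycycline in cells with stable M3 receptor; B-score is computed from the integrated fluorescence ratio over baseline after carbachol; higher B-score means a larger calcium signal and so more RGS4 inhibition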
TMEM16A act = TMEM16A chloride channel activators or potentiators, primary screen, cell-based, HTS | 340,000 compounds, 0.3% hits | AID 623877, 2012 | HEK293 TMEM16A/YFP-H148Q/I152L, iodide quench fluorescence; active compounds read low | Anoctamin-1 (Mus musculus), Q8BHY3 | B-score at 10 µM;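 active = fluorescence-ratio B-score plate-corrected deviation score at least 3 library SD below zero, with starting fluorescence score within 5 deviations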;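 also: channel opened by trigger with iodide after compound preincubation; score built on the fluorescence ratio of max minus min over baseline; more negative score means more quench and so TMEM16A activation or potentiation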
MrgX1 agonist = agonists of human MrgX1 receptor, primary screen, HEK293 cells, Fluo-4 calcium flux; Mas-related G-protein coupled receptor member X1 (Homo sapiens), Q96LB2; B-score at 10 µM; 310,000 compounds, 0.44% hits; Fluo-4 calcium fluorescence, agonist mode; active compounds read high;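 active = calcium response B-score plate-corrected fluorescence ratio at least 3 library SD, with starting fluorescence B-score inside 5 SD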
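Test system: Stable human MrgX1 HEK293 cell line | Schedule: Overnight plating before 1 h dye loading | Read-out basis: Baseline-normalised fluorescence change ratio, B-scored | Detection: Kinetic calcium dye fluorescence, Fluo-4 NW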
Starred values were filed as active, the others as inactive; i = inactive; . = no result given.

#	molecule	ANO1 block	TRPC4 PAM	TRPC6 act	TRPC4 agonist	TRPC4 block	TRPC6 inhibitor
1	CSc1nc2ccccc2n1CC(=O)Nc1c(C)cccc1C	i	i	i	i	i	i
2	COC(=O)C1C2C=CC3(CN(CC4CCCO4)C(=O)C13)O2 (configuration not stated)	i	i	i	i	i	i
3	S=C(NCCN1CCOCC1)Nc1ccc(Cl)cc1	i	i	i	i	i	i
4	Cc1ccccc1N1CCN(Cc2c[nH]c3ccccc23)CC1	i	i	i	i	i	i
5	O=C(c1ccc(S(=O)(=O)N2CCCCC2)cc1)N1CCc2ccccc2C1	i	i	i	i	i	i
6	O=C(CNC(=O)c1ccc2c(c1)S(=O)(=O)N=C1CCCCCN12)Nc1ccc(F)c(F)c1	i	i	i	i	i	i
7	Cc1cc2nc3n(c2cc1C)CC1CC(C(=O)NCCc2cccs2)N(C)C31 (configuration not stated)	i	i	i	i	i	i
8	O=C(O)C1C2CCC(CC2)C1C(=O)N1CCN(Cc2ccc(F)cc2)CC1 (configuration not stated)	i	i	i	87*	i	i
9	O=C(O)c1cccnc1-c1ncccc1C(=O)O	i	i	i	i	i	i
10	COc1ccc(NC(=O)Nc2ccccc2C(N)=O)cc1OC	i	i	i	i	i	i
11	O=C(O)c1ccc(S(=O)(=O)Nc2ccc3c(c2)OCCO3)cc1	i	i	i	i	i	i
12	CC(C)c1onc(C(=O)NCc2ccc(F)cc2)c1[N+](=O)[O-]	i	i	i	i	i	i
13	COc1ccccc1NC(=O)c1ccc(NS(=O)(=O)c2ccc(F)c(F)c2F)cc1	i	i	i	i	i	i
14	Cc1[nH]c2ccccc2c1C(=O)C(C)OC(=O)c1ccc(NC(=O)CC#N)cc1 (configuration not stated)	i	i	i	i	i	i
15	CC(NC(=O)CSC1=NCCS1)c1ccccc1 (configuration not stated)	i	i	i	i	i	i

#	MrgX1 antagonist	MrgX1 PAM	RGS4 block	TMEM16A act	MrgX1 agonist
1	i	i	i	i	i
2	i	i	i	i	i
3	i	i	i	i	i
4	i	i	i	i	i
5	i	i	i	i	i
6	i	i	i	i	i
7	i	i	i	i	i
8	i	i	i	i	i
9	i	i	i	i	i
10	i	i	i	i	i
11	i	i	i	i	i
12	i	i	i	i	i
13	i	36*	i	i	i
14	i	i	i	i	i
15	i	i	i	i	i

#	molecule	ANO1 block	TRPC4 PAM	TRPC6 act	TRPC4 agonist	TRPC4 block	TRPC6 inhibitor
16	Cc1c(NC(=O)C2C3C=CC(C3)C2C(=O)O)c(=O)n(-c2ccccc2)n1C (configuration not stated)	i	i	i	i	i	i
17	Cc1cccc(/C(N)=N/OC(=O)c2ccoc2C)c1	i	i	i	i	i	i
18	COc1ccc(C)cc1S(=O)(=O)Nc1ccc(-n2c(C)nc3ccccc3c2=O)cc1	i	i	i	i	i	i
19	CCCCC(CCCC)=N/N=C/c1c(O)n(CC)c2cc(C3=NNC(=O)CC3)ccc12	i	i	i	i	i	i
20	O=C(C1CC(c2ccc(F)cc2)=NO1)N1CCN(Cc2ccccc2)CC1 (configuration not stated)	i	i	i	i	i	i
21	COc1ccc(CCNC(=O)CC(=O)N/N=C/c2ccc(C(=O)O)cc2)cc1OC	i	i	i	i	i	i
22	NC(=O)CSc1nnc(-c2ccccc2F)n1C1CC1	i	i	i	i	i	i
23	COc1ccc(-c2ccc(NS(=O)(=O)c3cc([N+](=O)[O-])ccc3C)cc2)nn1	i	i	i	i	i	i
24	Cc1cccc(-n2c(C)c(C)c3c(N)ncnc32)c1	i	i	i	i	i	i
25	CCOc1ccc(NS(=O)(=O)c2cc(C(=O)N3CCCC3)ccc2Cl)cc1	i	i	i	i	i	i
26	Cc1c(NC(=O)CC(=O)Nc2c(C)n(C)n(-c3ccccc3)c2=O)c(=O)n(-c2ccccc2)n1C	i	i	i	i	i	i
27	CCOc1ccc(C2OC34CCCCC3C(C#N)(C#N)C2(C#N)C(=N)O4)cc1OC (configuration not stated)	i	i	i	i	i	i
28	Cc1cccc(NC(=O)C2c3ccccc3Oc3ccccc32)n1	i	i	i	i	i	i
29	CCOc1ccc(N/C=C/C(=O)c2ccc(C)cc2)c([N+](=O)[O-])c1	i	i	i	i	i	i
30	Cc1ccc(-c2[nH]ncc2/C=N/n2c(COc3ccccc3)nc3ccccc3c2=O)cc1	i	i	i	i	i	i

#	MrgX1 antagonist	MrgX1 PAM	RGS4 block	TMEM16A act	MrgX1 agonist
16	i	i	i	i	i
17	i	i	i	i	i
18	i	i	i	i	i
19	i	i	i	i	i
20	i	i	i	i	i
21	i	i	i	i	i
22	i	i	i	i	i
23	i	i	i	i	i
24	i	i	i	i	i
25	i	i	i	i	i
26	i	i	i	i	i
27	i	i	i	-5*	i
28	i	i	i	i	i
29	i	i	i	i	i
30	i	i	i	i	i

#	molecule	ANO1 block	TRPC4 PAM	TRPC6 act	TRPC4 agonist	TRPC4 block	TRPC6 inhibitor
31	Cc1ccc(CCNC(=O)C2CCCN2S(=O)(=O)c2ccc3c(c2)CCC(=O)N3)cc1 (configuration not stated)	i	i	i	i	i	i
32	CCCC(=O)Nc1cccc(NC(=S)NC(=O)C(C)Oc2ccc(Cl)cc2Cl)c1 (configuration not stated)	i	i	i	i	i	i
33	COc1ccc(C)cc1S(=O)(=O)N(C)CC(=O)Nc1ccc2c(c1)OCCO2	i	i	i	i	i	i
34	CCN(CC(=O)NCc1cccs1)C(=O)/C=C/c1cccc(OC)c1OC	i	i	i	i	i	i
35	O=C(CCCNC(=O)/C(=C/c1ccc(Br)cc1)NC(=O)c1ccccc1)OCc1ccccc1	i	i	i	i	i	i
36	COc1ccc(-c2cccc(NS(=O)(=O)c3cc([N+](=O)[O-])ccc3C)c2)nn1	i	i	i	i	i	i
37	COc1cc(C)c(NC(c2ccccc2)c2ccccc2)cc1OC	i	i	i	i	i	i
38	Cc1nc2c3ccccc3nc(NNC(=O)CCC(=O)NCCC(C)C)n2n1	i	i	i	i	i	i
39	O=C(COC(=O)C1C2CC3OC(=O)C1C3C2)Nc1ccc(Cl)cc1 (configuration not stated)	i	i	i	i	i	i
40	Cc1ccc(C(=O)c2coc3ccc(O)c(CN(C)C)c23)cc1	i	i	i	i	i	i
41	Cc1c(C(=O)O)oc2ccc(S(=O)(=O)N(CC(C)C)CC(C)C)cc12	i	.	.	.	.	.
42	COc1ccc(N(CC(=O)NCc2ccccc2)C(=O)Cn2nnc(-c3ccccc3F)n2)cc1OC	i	i	i	i	i	i
43	CCOC(=O)c1ccc(NC(=O)N2CCN(CCc3ccccc3)CC2)cc1	i	i	i	i	i	i
44	CCN1CCN(Cc2ccc(NC(=O)c3ccc(C)c(NC(=O)c4cc(-c5ccc(Br)cc5)n[nH]4)c3)cc2C(F)(F)F)CC1	i	i	i	i	i	i
45	Cc1cc(Cl)nc2ccc(Cc3ccc4nc(Cl)cc(C)c4c3)cc12	i	i	i	i	i	i

#	MrgX1 antagonist	MrgX1 PAM	RGS4 block	TMEM16A act	MrgX1 agonist
31	i	i	i	i	i
32	i	i	i	i	i
33	i	i	i	i	i
34	i	i	i	i	i
35	i	i	i	i	i
36	i	i	i	i	i
37	i	8.7*	i	i	i
38	i	i	i	i	i
39	i	i	i	i	i
40	i	i	i	i	i
41	i	i	.	i	i
42	i	i	i	i	i
43	i	i	i	i	i
44	i	i	i	i	i
45	i	i	i	i	i

Part of the list above with just TRPC6 inhibitor:
No. | SMILES | TRPC6 inhibitor
36 | COc1ccc(-c2cccc(NS(=O)(=O)c3cc([N+](=O)[O-])ccc3C)c2)nn1 | i
39 | O=C(COC(=O)C1C2CC3OC(=O)C1C3C2)Nc1ccc(Cl)cc1 (configuration not stated) | i
32 | CCCC(=O)Nc1cccc(NC(=S)NC(=O)C(C)Oc2ccc(Cl)cc2Cl)c1 (configuration not stated) | i
38 | Cc1nc2c3ccccc3nc(NNC(=O)CCC(=O)NCCC(C)C)n2n1 | i

Carrying on:
#	molecule	ANO1 block	TRPC4 PAM	TRPC6 act	TRPC4 agonist	TRPC4 block	TRPC6 inhibitor
46	NC(=O)c1cccc(NC(=O)CCCCC(=O)Nc2cccc(C(N)=O)c2)c1	i	i	i	i	i	i
47	N#Cc1cccc(-n2nnnc2-c2ccc3c(c2)OCO3)c1	i	i	i	i	i	i
48	CCCN1CCCc2ccccc21	i	i	i	i	i	i
49	CC(C)Oc1ccc(CN2CCCC(CO)(Cc3ccc(F)cc3)C2)cc1 (configuration not stated)	i	i	i	i	i	i
50	Cc1cccc(C(=O)Nc2ccc(O)cc2)c1	i	i	i	i	i	i
51	CSc1ncccc1C(=O)N1CCCC(Nc2ccc(C)c(C)c2)C1 (configuration not stated)	i	i	i	i	i	i
52	CCOc1ccc(-c2nonc2NC(=O)c2ccco2)cc1	i	i	i	i	i	i

#	MrgX1 antagonist	MrgX1 PAM	RGS4 block	TMEM16A act	MrgX1 agonist
46	i	i	i	i	i
47	i	i	i	i	i
48	i	i	i	i	i
49	i	i	i	i	i
50	i	i	i	i	i
51	i	i	i	i	i
52	i	i	i	i	i

Retrieved one by one from the list above, two records:
#	molecule	ANO1 block	TRPC4 PAM	TRPC6 act	TRPC4 agonist	TRPC4 block	TRPC6 inhibitor
9	O=C(O)c1cccnc1-c1ncccc1C(=O)O	i	i	i	i	i	i
16	Cc1c(NC(=O)C2C3C=CC(C3)C2C(=O)O)c(=O)n(-c2ccccc2)n1C (configuration not stated)	i	i	i	i	i	i

#	MrgX1 antagonist	MrgX1 PAM	RGS4 block	TMEM16A act	MrgX1 agonist
9	i	i	i	i	i
16	i	i	i	i	i
